# USP1-UAF1 inh: blocks the human USP1/UAF1 deubiquitinase complex; O94782; recombinant USP1/UAF1, Ub-Rhodamine cleavage fluorescence; Potency, µM (top dose mostly 57.1 µM), for inactives: at the highest dose activity change, negative = inhibition, actives largely listed as inhibitors; 390,000 tested, 0.23% active; further: on the % scale 0 is the no-effect control and ±100 the full control effect; nearly all actives have a fitted effect of over 60% in size; inactives centre near -12
#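 High-throughput fluorogenic screen: 1nM USP1/UAF1 complex, Ub-Rho substrate 150nM final, 50mM HEPES pH 7.8 with 0.5mM EDTA, 0.1 mg/ml BSA, 1mM TCEP and 0.01% Tween-20.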
# RXFP1 ag: activates the human relaxin receptor RXFP1; HEK293T-RXFP1 cAMP TR-FRET, 30 min; response scale: percent of porcine relaxin response, buffer zero; Q9HBX9; AID 2676; 370,000 tested, 0.3% active; Potency, µM (doses to about 57.5 µM), without a hit: at the highest dose activation, most hits filed as activators; further: on the % scale 0 is the no-effect control and ±100 the full control effect; nearly all actives have a fitted effect of over 60% in size; many of its hits are not listed in these tables
#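 cAMP rise read by TR-FRET after 30 min, 37C compound exposure (up to 58 uM) in RXFP1-transfected HEK293 cells with Ro 20174 present. EC50 from Hill-equation fits, with 29 nM porcine relaxin as 100% and buffer as basal.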
# TrxR1 substrate: is turned over as a substrate by rat TrxR1; O89049; purified TrxR1 substrate turnover, NADPH consumption readout; Potency, µM (titrated, usually from 114 µM), inactives show at the top dose activity change, negative = substrate turnover; 390,000 tested, 0.01% active; AID 588456; further: on the % scale 0 is the no-effect control and ±100 the full control effect; nearly all actives have a fitted effect of over 50% in size
# Target sequence (O89049 whole entry, looked up): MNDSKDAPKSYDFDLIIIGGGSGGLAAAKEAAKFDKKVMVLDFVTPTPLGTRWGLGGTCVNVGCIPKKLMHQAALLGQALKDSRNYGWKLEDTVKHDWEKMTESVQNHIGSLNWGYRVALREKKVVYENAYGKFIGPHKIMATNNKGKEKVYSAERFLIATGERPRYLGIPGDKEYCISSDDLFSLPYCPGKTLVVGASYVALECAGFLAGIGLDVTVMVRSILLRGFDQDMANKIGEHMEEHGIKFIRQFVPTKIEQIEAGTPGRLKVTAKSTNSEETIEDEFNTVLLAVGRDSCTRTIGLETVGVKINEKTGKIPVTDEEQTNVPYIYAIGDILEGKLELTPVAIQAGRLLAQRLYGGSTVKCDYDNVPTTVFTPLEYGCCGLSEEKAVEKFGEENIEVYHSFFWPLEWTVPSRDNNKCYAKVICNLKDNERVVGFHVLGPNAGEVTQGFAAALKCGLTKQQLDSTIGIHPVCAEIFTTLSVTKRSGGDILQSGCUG
#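 Rat TrxR1, dispensed at 90 nM, was prereduced with 400 uM NADPH (final) for 5 min at ~22 deg C, then incubated with compound 15 min before 400 uM selenite. A first-read NADPH fluorescence drop versus no-compound background flagged substrates.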
# Vif-A3F inh: inhibitors of Vif-A3F interaction; HeLa A3F-eYFP + Vif (tagged APOBEC3F with the HIV-1 protein that degrades it), YFP fluorescence increase; Potency, µM (series often up to 46.1 µM), for the others: at the top dose activity, negative = active; 390,000 tested, 0.2% active; further: % of control where 0% means no effect; nearly all actives have a fitted effect of over 65% in size
#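 HeLa cells stably expressing Vif plus C-terminally eYFP-tagged A3F were seeded, incubated overnight at 37 deg C, dosed with compound, incubated overnight again at 37 deg C. Yellow fluorescence (Ex 488/Em 500-530) reported blocked Vif-mediated A3F-eYFP degradation.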
# Vif-APOBEC3G blk: Vif-A3G binding inhibition; 410,000 tested, 0.076% active; Potency, µM (top dose mostly 46.1 µM), without a hit: at the highest dose activity, negative = active, hits mostly inhibitors; HeLa A3G-eYFP + Vif (tagged APOBEC3G with the HIV-1 protein that degrades it), YFP fluorescence, overnight; AID 602310;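 further: on the % scale 0 is the no-effect control and ±100 the full control effect; nearly all actives have a fitted effect of over 60% in size; hits raise eYFP signal because A3G escapes Vif-driven loss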
#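 HeLa cells stably expressing Vif and C-terminally eYFP-tagged A3G, seeded overnight at 37 deg C, then exposed to compound by pintool overnight at 37 deg C. Rise in yellow fluorescence (Ex 488/Em 500-530, Acumen) marks blocked Vif-driven A3G degradation.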
# ALOX12 inh: inhibitors of human 12S-lipoxygenase ALOX12 | 580,000 tested, 1.1% active | AID 1671190 | purified 12hLO, xylenol orange hydroperoxide absorbance | P18054 | Potency, µM (titrated, usually from 108 µM), for inactives: top-dose activity change, negative = inhibition, most hits filed as inhibitors; further: on the % scale 0 is the no-effect control and ±100 the full control effect
#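 Purified human 12hLO at 150 nM in 25 mM Hepes, 0.01% Triton X-100, pH 7.0, preincubated 15 min at room temperature with compound. Reaction started with 40 uM arachidonic acid, 30 min at room temperature. Hydroperoxide measured by Fe-xylenol orange, 573/405 nm absorbance ratio.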
# IDH1 R132H inh: blocks human mutant IDH1 R132H enzyme. O75874. IDH1-R132H enzyme, NADPH consumption, diaphorase/resazurin fluorescence. Potency, µM (series often up to 76.6 µM), without a hit: top-dose activity change, negative = inhibition, actives largely listed as inhibitors. 390,000 tested, 0.093% active. AID 602179; further: on the % scale 0 is the no-effect control and ±100 the full control effect; nearly all actives have a fitted effect of over 65% in size
# Target sequence (O75874 whole entry R132H, stated change not applied): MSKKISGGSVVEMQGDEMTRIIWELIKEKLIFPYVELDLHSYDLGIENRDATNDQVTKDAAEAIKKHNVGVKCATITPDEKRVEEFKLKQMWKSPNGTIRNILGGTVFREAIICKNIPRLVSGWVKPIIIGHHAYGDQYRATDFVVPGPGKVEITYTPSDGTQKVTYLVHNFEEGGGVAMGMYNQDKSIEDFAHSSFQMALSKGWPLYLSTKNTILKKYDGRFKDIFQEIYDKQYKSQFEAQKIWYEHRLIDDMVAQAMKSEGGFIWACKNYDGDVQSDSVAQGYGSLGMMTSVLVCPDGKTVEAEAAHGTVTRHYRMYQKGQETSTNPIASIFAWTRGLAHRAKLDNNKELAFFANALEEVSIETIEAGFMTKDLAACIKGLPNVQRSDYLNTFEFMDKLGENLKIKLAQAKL
#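 IDH1-R132H (0.5 ug/mL dispensed) in pH 7.5 Tris buffer was preincubated 30 min with compound, then given a substrate mix of 0.016 mM NADPH and 2 mM alpha-KG for 80 min at room temperature; remaining NADPH was read by diaphorase/resazurin fluorescence.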
# rTrxR1 inhibitor: rat TrxR1 inhibition; AID 588453; 390,000 tested, 1% active; O89049; Potency, µM (series often up to 114 µM), for the others: at the highest dose activity change, negative = inhibition, hits mostly inhibitors; recombinant rTrxR1, NADPH fluorescence consumption, selenite substrate; further: on the % scale 0 is the no-effect control and ±100 the full control effect; nearly all actives have a fitted effect of over 65% in size
#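 Rat TrxR1 (90 nM in the dispensed reagent) was pre-reduced with 400 uM NADPH for 5 min at room temperature, then incubated with compound for 15 min. After 400 uM selenite was added, NADPH fluorescence (Ex 340/Em 450 nm) was followed for 8 min.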
# RGS4 inh: blocks human RGS4-accelerated GTP hydrolysis; P49798; Transcreener GDP fluorescence polarization, RGS4-accelerated GTP hydrolysis; Potency, µM (titrated, usually from 114 µM), for the others: top-dose activity change, negative = inhibition, most hits filed as inhibitors; 390,000 tested, 0.039% active; AID 504845; further: on the % scale 0 is the no-effect control and ±100 the full control effect; nearly all actives have a fitted effect of over 75% in size; some results filed as inactive show a strong effect at the top dose
#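 MLSMR compounds (23 nl, pin-transferred) preincubated 10 min at room temperature with a 500nM (2x) first reagent, then RGS4 at 900nM (2x) plus Transcreener GDP mix added; fluorescence polarization (620/688 nm) read before and after 90 min at 30 °C.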
# Starred values were filed as active, the others as inactive; ? = inconclusive; nt = no result given; & = joins results of further samples; [ ] = dose if it differs, or a comment. The call rests on the fitted dose curve; in most records, active means well fitted curve in the direction sought with a large enough effect; inconclusive means small, poorly fitted or top-dose-only effect, or another doubt; inactive means no such curve, though single readings can be large; an effect the other way counts as inactive or inconclusive. Potency means the concentration at half of the fitted maximal effect. Only part of the results is shown. The share of hits here may be higher or lower than overall.
structure,RGS4 inh,rTrxR1 inhibitor,Vif-APOBEC3G blk,Vif-A3F inh,IDH1 R132H inh,ALOX12 inh,RXFP1 ag,TrxR1 substrate,USP1-UAF1 inh
Cc1nnc(SCC(=O)Nc2nccs2)s1,-17%,4%,0%,-6%,2%,?,0.8%,0%,-16%
Cc1cccc(NC(=O)CSc2nnc3[nH]c(=O)cc(-c4ccccc4)n23)c1C,-26%,-6%[57.1 µM],16%,1%,3%,-18%,7.6%,30%[57.1 µM],-11%
CC1(c2ccccc2Cl)NC(=O)N(CC(=O)Nc2cccnc2Cl)C1=O (stereo not drawn),-25%,-6%,0%,8%,-1%,-19%,2.5%,-7%,-14%
COc1nc(N)nc2nc[nH]c12,-8%,14%,-2%,-2%,7%,-9%,4.8%,7%,-12%
COc1ccccc1NS(=O)(=O)c1cccc(NC(=O)Nc2cccc(Cl)c2)c1,-19%,8%,-6%,-16%,1%,-2%,-0.8%,0%,-24%
CCC1CCCCN1C(=O)N[C@@H](CCSC)C(=O)OC (stereo partly drawn),2%,-9%,1%,-5%,-2%,3%,-0.6%,-3%,-8%
Cc1ccc(S(=O)(=O)N(C)c2ccccc2)cc1,-16%,8%,2%,0%,4%,-2%,2.7%,4%,-11%
c1cnc(SCCOc2cccc3ccccc23)nc1,-7%,12%[57.1 µM],-2%,-4%,7%,-3%,0.5%,1%[57.1 µM],-8%
CC(=O)N1CCN(CCN=CC2=C(O)CC(c3ccco3)CC2=O)CC1 (stereo not drawn),4%,?,-6%,-8%,13%,-7%,-0.5%,0%,-6%
CCCCN1C(=O)/C(=C/C=C2\SCCN2C)SC1=S,-37%,-3%[57.1 µM],?,?,-5%,?,-0.5%,-3%[57.1 µM],-22%
COc1ccc(C)cc1S(=O)(=O)N1c2ccc(C)cc2C2CN(C)CCC21 (stereo not drawn),3%,22%[57.1 µM],2%,-4%,-5%,-3%,1.5%,2%,-7%
O=C(O)CCSc1nc2ccccc2s1,-25%,14%,-1%,5%,6%,5%,-0.7%,-5%,-9%
CC1(C)CC(=O)C=C(c2ccccc2CO)C1=O,nt,nt,1%,-5%,-3%,1%,nt,nt,-21%
COC(=O)c1ccc(NC(=O)c2nc(S(=O)(=O)Cc3cccc(C)c3)ncc2Cl)cc1,?,20µM*,-10%,4%,2%,-3%,3.6%,-2%,-14%
CCOc1ccc(OCCN2C(=O)c3ccccc3C2=O)cc1,-14%,18%,-5%,-5%,-9%,nt,2.1%,3%,-29%
COc1cccc(OC)c1C(=O)Nc1ccc(C(=O)NCc2ccccc2)cc1,29%,0%,-1%,3%,8%,0%,4.7%,2%,-12%
Cc1ccc(CSC2=NC(C)(C)Nc3ccccc32)c(C)c1,-3%,-6%,2%,-10%,17%,?,0.0%,-8%,?
O=C1NC2(CCCCCC2)C(=O)N1Cc1ccc(Br)cc1,-2%,1%,5%,-5%,5%,-15%,-0.1%,1%,-15%
CCOC(=O)N1CCN(C(=O)CSCc2nc(-c3ccccc3F)oc2C)CC1,-4%,31%,-1%,-1%,12%,?,3.3%,19%,-14%
CCN(C(=O)Cn1cnc2onc(-c3ccc(F)cc3)c2c1=O)c1cc(C)ccc1C,-18%,19%,-1%,-2%,3%,-2%,-3.0%,-5%,-15%
CC[N+]1(CC)CC2=Cc3ccccc3CC2C1 (stereo not drawn),11%,13%,-2%,0%,3%,0%,-1.6%,4%,-6%
O=C(CSc1ccccc1)Nc1ccc2c(c1)C(=O)NC2=O,-4%,27%,1%,11%,-9%,0%,0.8%,2%,-21%
Cc1ccccc1C(=O)NC(=S)NCCC1=CCCCC1,-9%,-58%,-13%,-6%,4%,22µM*,0.4%,3%[57.1 µM],-18%
CCn1ccnc1CN1CCN(CC=C(C)C)C(CCO)C1 (stereo not drawn),0%,17%,-3%,-8%,5%,-5%,-1.2%,3%,-17%
OC[C@@H]1[C@@H](c2ccccc2)C(c2ccccc2)=NN1c1ccccc1,-29%,18%,-9%,-15%,-4%,?,nt,162%[activator],-27%
CCN1C(=O)[C@H]2[C@H]3CN=C(SCc4ccc(C(=O)OC)cc4)N3[C@@](Cc3ccccc3)(C(=O)OC)[C@H]2C1=O,-13%,9%,2%,2%,-1%[38.3 µM],-56%,nt,3%,-27%
Oc1c(CN2CCOCC2)ccc2ccccc12,-50%,?,-5%,13%,9%,45µM*,-0.2%,10%[57.1 µM],?
COc1ccc(-n2c(Cn3c(=O)sc4ccccc43)nnc2SCC(N)=O)cc1,-4%,9%[57.1 µM],2%,-13%,-1%,208%[activator],1.8%,7%[57.1 µM],-18%
CC(=O)Nc1ccc(NC(=O)c2ccc(NS(=O)(=O)c3cc(C(C)(C)C)cc(C)c3C)cc2)cc1,-15%,12%,?,?,-11%,-9%,3.3%,10%,-6%
CCCOc1cccc(C(=O)Nc2cccc(-c3nc4ncccc4o3)c2C)c1,-2%,26%[57.1 µM],0%,4%,-5%,11%&-27%,0.3%,5%[57.1 µM],-12%
O=C(c1ccc(OC2CCN(C(=O)c3cccnc3)CC2)cc1)N1CCCCCC1,5%,6%[57.1 µM],2%,-1%,9%,-1%,1.3%,0%[57.1 µM],-20%
Cc1ccc(N2CC(NC(=O)C3CCCCC3)CC2=O)cc1C (stereo not drawn),-9%,9%[57.1 µM],7%,6%,-6%,-15%,-0.5%,0%[57.1 µM],-7%
Cc1ccc(NC(=O)O/N=C2\CCCCC2c2ccc([N+](=O)[O-])cc2[N+](=O)[O-])cc1 (stereo not drawn),4%,-5%,0%,1%,-27%,?,-1.0%,-13%,-4%
CN(C(=O)CSc1nc(C2CC2)n(-c2ccccc2)n1)C1CCS(=O)(=O)C1 (stereo not drawn),-16%,13%[57.1 µM],1%,-8%,-4%,13%,0.0%,11%[57.1 µM],-9%
Cc1ccccc1-n1cc(CNCc2c(C(=O)N(C)C)nc3ccc(Cl)cn23)cn1,3%,-29%,2%,-4%,5%,22%,-1.6%,8%,-21%
Cc1cc(Br)ccc1NC(=O)CN(C)C(=O)c1ccc2ccccc2n1,10%,11%,-11%,1%,9%,-23%,1.3%,1%,-17%
N#Cc1ccc(NN=Nc2ccccc2C#N)cc1,nt,nt,0%,1%,7%,-1%,nt,nt,-26%
Cc1cc(OCC(O)CNC(C)(C)C)ccc1Cl (stereo not drawn),1%,17%[57.1 µM],1%,-8%,0%,1%,-0.3%,6%,-1%
Cc1ccc(C)c(-n2c(Cc3cc(=O)[nH]c(=O)[nH]3)nnc2SC(C)C)c1,-17%,5%,3%,-3%,14%,-23%,1.6%,7%,-19%
CCOC(=O)C1C(C(=O)OC)=C(c2ccc(OC)cc2)c2ccccc2N1S(=O)(=O)C(F)(F)F (stereo not drawn),-7%,16%,5%,-1%,7%,?,nt,-4%,-19%
COc1cc(C2C(C#N)=C(N)Oc3n[nH]c(C)c32)ccc1OC(=O)c1ccccc1 (stereo not drawn),-7%,4%,-8%,2%,?,-7%,-3.1%,-8%,-11%
O=C(c1cccc(Br)c1)N1CCN(C(=O)N2CCOCC2)CC1,-49%,10%,1%,nt,2%,0%,0.0%,3%,-10%
CC(=O)Nc1ccc(S(=O)(=O)NCC(=O)OCC(=O)NCc2ccco2)cc1,-37%,?,-1%,6%,3%,-17%,-0.4%,-3%,-16%
COC(=O)C1C(=O)OC(C)(C)C1C(C)C(=O)c1ccc(C)cc1C (stereo not drawn),-25%,20%[57.1 µM],0%,2%,5%,3%,-1.7%,-9%[57.1 µM],-18%
O=C1OCc2ccc(NC(=O)c3c(F)cccc3Cl)cc21,-15%,-5%,0%,0%,0%,4%,4.4%,-3%,-14%
CN(C)CC1CCCCC1C1(O)c2ccccc2CSc2sccc21 (stereo not drawn),-3%,5%,0%,-6%,1%,-2%,-0.1%,-5%,-9%
O=C(Nc1ccc(Cl)cc1)C1c2cccc[n+]2CC(=O)N1Cc1ccc2c(c1)OCO2 (stereo not drawn),-44%,-5%,3%,-10%,2%,?,2.2%,-3%,-26%
CCCC(=O)NC(=S)Nc1ccccc1F,6%,-8%[57.1 µM],-1%,0%,6%,-5%,-0.3%,9%[57.1 µM],-8%

# Complete entries from above. Order of screens: RGS4 inh | rTrxR1 inhibitor | Vif-APOBEC3G blk | Vif-A3F inh | IDH1 R132H inh | ALOX12 inh | RXFP1 ag | TrxR1 substrate | USP1-UAF1 inh
# `CN(C)CC1CCCCC1C1(O)c2ccccc2CSc2sccc21` (stereo not drawn) in the list: -3% | 5% | 0% | -6% | 1% | -2% | -0.1% | -5% | -9%
# `Cc1cc(OCC(O)CNC(C)(C)C)ccc1Cl` (stereo not drawn) in the list: 1% | 17%[57.1 µM] | 1% | -8% | 0% | 1% | -0.3% | 6% | -1%

# Source: PubChem
